# N370S GC mod: inhibitors or activators of N370S glucocerebrosidase for Gaucher disease; P04062; N370S GC spleen homogenate, 4MU-glucoside fluorescence; Potency, µM (top dose mostly 59.4 µM), for inactives: at the top dose activity change, negative = inhibition, hits mostly inhibitors; hit rate 0.092% among 330,000; AID 2101;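 also: 0% = full enzyme activity and -100% = no enzyme basal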
# FEN1 inhibitor: blocks human flap endonuclease 1. P39748. Recombinant FEN1 flap cleavage, fluorescence, 15 min. Potency, µM (highest dose often 114 µM), without a hit: at the highest dose activity change, negative = inhibition, most hits filed as inhibitors. hit rate 0.35% among 390,000. AID 588795; also: nearly all actives have a fitted effect of over 65% in size
# Target sequence (P39748 whole entry, looked up): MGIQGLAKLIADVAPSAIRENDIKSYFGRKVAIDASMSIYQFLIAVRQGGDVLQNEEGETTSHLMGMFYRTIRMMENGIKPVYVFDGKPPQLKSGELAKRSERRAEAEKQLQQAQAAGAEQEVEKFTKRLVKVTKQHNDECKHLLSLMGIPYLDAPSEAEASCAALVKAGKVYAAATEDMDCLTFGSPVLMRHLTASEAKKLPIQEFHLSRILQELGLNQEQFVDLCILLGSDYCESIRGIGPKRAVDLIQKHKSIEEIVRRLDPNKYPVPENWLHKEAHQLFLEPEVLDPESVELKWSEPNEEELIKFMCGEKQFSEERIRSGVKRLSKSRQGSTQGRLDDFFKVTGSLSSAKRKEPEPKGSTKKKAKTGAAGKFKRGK
#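 FEN1 at 10 nM, compound pretreatment for 15 min (room temperature), 50 nM final substrate to initiate; endpoint reads at 0 and 15 min; DMSO-only plates used as vehicle background.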
# KAT2A inh: inhibitors of human GCN5L2 histone acetyltransferase. Q92830. GCN5L2 HAT assay, ThioGlo1 CoA-SH fluorescence. Potency, µM (series often up to 58.9 µM), without a hit: at the highest dose activity change, negative = inhibition, usual class: inhibitors. hit rate 0.21% among 390,000. AID 504327
#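 GCN5L2 (20nM final) in 50mM HEPES, 0.1mM EDTA pH 7.5, 0.01% Tween-20 was preincubated 15 min at room temperature with compound, then given ThioGlo1 (50uM), H3(1-25) peptide (75uM) and acetyl-CoA (70uM); CoA-thiol fluorescence (Ex340/Em540) was read at 0 and 20 min.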
# * = called active by the depositor; ? = inconclusive; nt = not tested or not shown; & = joins results of further samples; [ ] = another dose, or the depositor's remark. Calls follow the shape of the dose curve; as a rule, active = well fitted curve in the direction sought with a large enough effect; inconclusive = small, poorly fitted or top-dose-only effect, or another doubt; inactive = no such curve, though single readings can be large; an effect the other way counts as inactive or inconclusive. Unless noted, % is scaled to controls: 0 for no effect and ±100 for the full control effect; potency is read from the fitted curve at half-maximal effect. Hits appear at their usual frequency, and some 0.54% of all compounds hit somewhere here.
# Values in the order – N370S GC mod | FEN1 inhibitor | KAT2A inh
Cc1cc(CNC(=O)C(C)n2nc(C)c([N+](=O)[O-])c2C)c2ccccc2n1 (stereo not drawn)
→ -4% | -3% | 0%
CCCc1nnc(SCC(=O)Nc2nnc(CC)s2)n1CC1CCCO1 (stereo not drawn)
→ -11% | 14% | -2%
CCC(=O)Nc1c2c(nn1-c1ccccc1)CSC2
→ 4% | 17% | 0%
COc1cccc(CNC(=O)C2CCN(S(=O)(=O)c3ccc(F)cc3)CC2)c1
→ -1% | -5% | -4%
CCOc1ccc(S(=O)(=O)NCCCn2ccnc2)cc1
→ -1% | -11% | -8%
COc1ccc(NC(=O)CN(c2ccc(F)cc2)S(=O)(=O)c2ccccc2)c(OC)c1
→ 10% | -12% | -1%
COc1ccc(OC)c(-c2csc(-c3c(N)c(C(=O)c4ccccc4)n4ccccc34)n2)c1
→ nt | 0% | -7%
CC(C)(C)c1ccc(C(=O)NC(=S)NNC(=O)COc2ccccc2)cc1
→ -5% | -9% | -10%
Cc1nc2ccccc2n1Cc1ccc(Cl)cc1
→ -19% | 2% | 3%&-8%
CCCC1=C(C(=O)OCC)C(c2ccco2)n2ncnc2N1 (stereo not drawn)
→ -2% | -19% | -1%
CCOc1ccc(Sc2cc(C(=O)NCc3ccccc3Cl)c3ccccc3n2)cc1
→ nt | -3% | -21%
COc1ccc(NC(=O)N2CCN(c3ccc([N+](=O)[O-])cc3)CC2)cc1
→ -29% | 12% | -2%
CS(=O)(=O)N1CCN(c2ccc(Cl)cc2[N+](=O)[O-])CC1
→ 0% | -3% | -2%
CC(=O)N(c1ccc(Cl)cc1)c1nc(C)cc(C)c1C#N
→ 8% | 12% | -4%
COc1ccc(N(CC(=O)N/N=C(\C)c2cccs2)S(=O)(=O)c2ccccc2)cc1Cl
→ 3% | nt | 0%
Cc1ccccc1OCC(=O)NC(=S)Nc1ccc2c3c(cccc13)CC2
→ nt | -5% | -3%
O=C(NCCN1CCNC1=O)C1CCC(=O)N(CCc2ccc(Cl)cc2)C1 (stereo not drawn)
→ -7% | 26% | -12%
O=C(NC1=NCCS1)c1ccc(C(F)(F)F)cc1
→ 1% | -5% | -11%
CCOc1ccc(NC(=O)CC2C(=O)N(c3ccccc3)C(=O)N2C2CCCCC2)cc1 (stereo not drawn)
→ nt | -5% | 2%
Cc1ccc2nc3sc(-c4nnc(-c5ccccc5[N+](=O)[O-])o4)c(N)c3cc2c1
→ -1% | nt | 0%
Cc1noc(C)c1C(=O)N1CCC[C@@]2(CCN(C(=O)NC(C)C)C2)C1
→ -22% | nt | ?
Cn1c(=O)c(=O)n(C)c2cc(S(=O)(=O)N3CCCC3C(=O)Nc3ccccc3F)ccc21 (stereo not drawn)
→ 1% | -1%&7% | ?
O=C(NNC(=O)c1ccccc1F)c1ccco1
→ -3% | 0% | -2%
Cc1ccc(C2c3[nH]c4ccccc4c3CCN2C(=O)c2cccc(C)c2)cc1 (stereo not drawn)
→ nt | -1% | -26%
COc1ccc(NC(=O)CSc2nnc3scc(-c4ccc(Cl)cc4)n23)cc1
→ nt | 6% | -2%
COc1ccc(CCNC(=O)c2cc(C)oc2C)cc1
→ 0% | -6% | -9%
COc1ccccc1CN1CCCC(CN(CCN(C)C)C(=O)c2ccc(C)cc2)C1 (stereo not drawn)
→ -15% | 22% | -10%
CCOC(=O)c1sc(=NC(=O)CCSc2ccccc2)n(C)c1C
→ 7% | 3% | -8%
Cc1cccc(N(CC(=O)NCc2ccco2)C(=O)CCC(=O)Nc2nccs2)c1C
→ -5% | 9% | -1%
CCN(CC)S(=O)(=O)c1cccc(C(=O)N/N=C/c2cc(OC)c(O)c(OC)c2)c1
→ -19% | ? | -4%

# Some of the entries so far, with values ahead of the structure.
N370S GC mod | FEN1 inhibitor | KAT2A inh | SMILES
3% | nt | 0% | COc1ccc(N(CC(=O)N/N=C(\C)c2cccs2)S(=O)(=O)c2ccccc2)cc1Cl
nt | -5% | -3% | Cc1ccccc1OCC(=O)NC(=S)Nc1ccc2c3c(cccc13)CC2
-7% | 26% | -12% | O=C(NCCN1CCNC1=O)C1CCC(=O)N(CCc2ccc(Cl)cc2)C1 (stereo not drawn)
1% | -5% | -11% | O=C(NC1=NCCS1)c1ccc(C(F)(F)F)cc1
nt | -5% | 2% | CCOc1ccc(NC(=O)CC2C(=O)N(c3ccccc3)C(=O)N2C2CCCCC2)cc1 (stereo not drawn)
-1% | nt | 0% | Cc1ccc2nc3sc(-c4nnc(-c5ccccc5[N+](=O)[O-])o4)c(N)c3cc2c1
-22% | nt | ? | Cc1noc(C)c1C(=O)N1CCC[C@@]2(CCN(C(=O)NC(C)C)C2)C1
1% | -1%&7% | ? | Cn1c(=O)c(=O)n(C)c2cc(S(=O)(=O)N3CCCC3C(=O)Nc3ccccc3F)ccc21 (stereo not drawn)
-3% | 0% | -2% | O=C(NNC(=O)c1ccccc1F)c1ccco1
nt | -1% | -26% | Cc1ccc(C2c3[nH]c4ccccc4c3CCN2C(=O)c2cccc(C)c2)cc1 (stereo not drawn)
nt | 6% | -2% | COc1ccc(NC(=O)CSc2nnc3scc(-c4ccc(Cl)cc4)n23)cc1
0% | -6% | -9% | COc1ccc(CCNC(=O)c2cc(C)oc2C)cc1
-15% | 22% | -10% | COc1ccccc1CN1CCCC(CN(CCN(C)C)C(=O)c2ccc(C)cc2)C1 (stereo not drawn)
7% | 3% | -8% | CCOC(=O)c1sc(=NC(=O)CCSc2ccccc2)n(C)c1C
-5% | 9% | -1% | Cc1cccc(N(CC(=O)NCc2ccco2)C(=O)CCC(=O)Nc2nccs2)c1C
-19% | ? | -4% | CCN(CC)S(=O)(=O)c1cccc(C(=O)N/N=C/c2cc(OC)c(O)c(OC)c2)c1

# The list goes on.
# Values in the order – N370S GC mod | FEN1 inhibitor | KAT2A inh
O=C(CN1CCCC1)Nc1cccc(Cl)c1
→ 4% | -21% | -24%
CCOC(=O)/C=C1\SCC(=O)N1CC(=O)NCc1ccc(OC)c(OC)c1
→ 2% | -1% | -8%
CCN(CC)S(=O)(=O)c1ccc2[nH]c(=O)cc(C(=O)N(C)C3CCS(=O)(=O)C3)c2c1 (stereo not drawn)
→ nt | 2% | -8%
Brc1ccc(-c2nc(N3CCN(c4ccccc4)CC3)c3ccccc3n2)cc1
→ nt | 8% | -3%
Fc1ccccc1/C=N/N1CCN(Cc2ccccc2Cl)CC1
→ -2% | 9% | 3%
O=C(CN1CCN(Cc2ccccc2)CC1)c1c[nH]c2ccccc12
→ 2% | -2% | -3%
CCOC(=O)C1(Cc2ccccc2C(F)(F)F)CCN(CC(O)CO)CC1 (stereo not drawn)
→ -19% | 13% | 0%
CC(C)(O/N=C(\C(=O)N[C@@H]1C(=O)N2C(C(=O)[O-])=C(C[n+]3ccccc3)CS[C@@H]12)c1csc(N)n1)C(=O)O
→ 5%[21.6 µM] | nt | -8%[21.4 µM]
CC(C)N(C(=O)Cn1cc(S(=O)(=O)Cc2ccc(C(F)(F)F)cc2)c2ccccc21)C(C)C
→ nt | 7% | -10%
C=C1C(=O)O[C@@H]2[C@H]1CC[C@H](C)[C@]1(O)CCC(=O)[C@@]21C
→ -13% | -2% | -7%
O=c1c2ccccc2c(-c2cccc(C(F)(F)F)c2)nn1-c1ccccc1
→ 13% | 3% | -10%
COc1ccccc1CNC(=O)C1CSC2(C)CCC(=O)N12 (stereo not drawn)
→ nt | 4% | -8%
Cc1ccc(/C=C2\CC(C)CC3=C2NC(=S)NC3c2ccc(C)cc2)cc1 (stereo not drawn)
→ -16% | -9% | 4%
O=C1c2ccccc2C(Nc2ccccc2)N1Cc1ccc2c(c1)OCO2 (stereo not drawn)
→ 18% | -22% | -24%
C=CCN1C(=O)C(C)(C)N(C(C)=O)c2ccccc21
→ -5% | -1% | 0%
CCCCN(CC)C(=O)CSc1nc2ccccc2c(=O)n1CC1COc2ccccc2O1 (stereo not drawn)
→ 12% | -2% | -6%
O=[N+]([O-])c1cccc(-c2nc(-c3ccccc3)no2)c1
→ 1% | 10% | 0%
CCC(C)S(=O)(=O)c1oc(-c2ccc(F)cc2)nc1S(=O)(=O)c1ccc(F)cc1 (stereo not drawn)
→ nt | 8% | -7%
O=C(N/C(=C\c1ccc([N+](=O)[O-])cc1)C(=O)N1CCOCC1)c1ccccc1
→ -26% | 3% | -15%
Cc1cccc(C(=O)NNC(=O)c2ccccc2O)c1
→ 5% | 7% | 0%
COc1ccc(CNC(=O)CCc2cn(C)c3ccccc23)cc1
→ nt | -7% | -2%
Cc1nn(C)cc1CN1CCC(n2nccc2NC(=O)CCCc2ccccc2)CC1
→ -7% | 12% | -1%
CCOC(=O)c1cnc2ccc(Br)cc2c1NCCCN1CCOCC1
→ -4% | -22% | -22%
Cc1cc(CC(C)C)n(-c2nc3ccccc3c(=O)n2OCC(=O)N(C)C)n1
→ -7% | -1% | -4%
CNC(=O)CSc1nccn1Cc1ccc(Cl)cc1
→ 2% | 1% | -4%
CC(=O)O[C@@H]1[C@@]2(C)O[C@H]2CC[C@]23O[C@H]2[C@H](OC3=O)C2=C(C)C(=O)O[C@@]21O
→ 13% | 1% | 2%
Cc1cccnc1NC(=S)NCc1ccco1
→ 21% | -4% | -3%
Cc1ccc(/C=C2\SC(N3CCCC3)=NC2=O)cc1
→ 17% | nt | 1%
COc1ccc(Cl)cc1S(=O)(=O)Oc1ccc(NC(C)=O)cc1
→ 2% | 0% | -1%
CCOC(=O)c1c(C)[nH]c(C(=O)N/N=C/c2ccc(Br)cc2)c1C
→ 3% | -9% | -16%

# Single records (already shown).
# `CCOC(=O)c1cnc2ccc(Br)cc2c1NCCCN1CCOCC1` in the list: N370S GC mod: -4%; FEN1 inhibitor: -22%; KAT2A inh: -22%
# `Cc1cccc(C(=O)NNC(=O)c2ccccc2O)c1` in the list: N370S GC mod: 5%; FEN1 inhibitor: 7%; KAT2A inh: 0%

# The results go on.
# Values in the order – N370S GC mod | FEN1 inhibitor | KAT2A inh
O=C(N/N=C\c1ccc(OC(=O)c2ccco2)cc1)c1ccc(Cl)cc1
→ -5% | 17% | -5%
COc1ccc(/C=C/CN2CCC(n3nccc3NC(=O)C3CCCC3)CC2)cc1
→ -7% | 10% | -2%
O=C(NC(=S)NC1C2CC3CC(C2)CC1C3)c1ccccc1 (stereo not drawn)
→ ? | -7% | -17%
CCOc1cc(C=O)ccc1OS(=O)(=O)c1ccc(NC(C)=O)cc1
→ -2% | -12% | 0%
CCC(C)N1C(=O)/C(=C/c2c(NCCCOC(C)C)nc3c(C)cccn3c2=O)SC1=S (stereo not drawn)
→ 22% | ? | -2%
O=C(c1ccncc1)N1CCC[C@@]2(CCN(Cc3cc(C(F)(F)F)cc(C(F)(F)F)c3)C2)C1
→ -4% | nt | -9%
CCOC(=O)CN1C(=O)N[C@@H](c2ccccc2)C(C(=O)OC)=C1C
→ 12%&0% | 13% | 2%
Cc1ccc(S(=O)(=O)Nc2nc3n(n2)C(c2ccc(Cl)cc2)C=C(c2ccccc2)N3)cc1 (stereo not drawn)
→ nt | -2% | -4%
Cc1ccc(S(=O)(=O)N2CCN(CC(=O)NC3CCCc4ccccc43)CC2)c(C)c1 (stereo not drawn)
→ 6% | -29% | 3%
CC(=O)Nc1cccc(NC(=O)CSc2nc3ccccc3o2)c1
→ 2% | 8% | -4%
COc1ccccc1NC(=O)CSc1nc2nc(C)cc(C)c2c(=O)[nH]1
→ 5% | -3% | -5%
Cc1ccc(C(=O)c2ccc([N+](=O)[O-])cc2)cc1C
→ 9% | 1% | 3%
CC(Sc1nc(NC(C)(C)C)nc(N(C)C)n1)C(=O)Nc1ccccc1 (stereo not drawn)
→ ? | -13% | -4%
Fc1ccc(-c2nc(Nc3ccc(F)c(Cl)c3)nc3c2COc2ccccc2-3)cc1
→ nt | -20% | -11%
Cc1nc(SCC(=O)NCc2ccco2)c2c(=O)n(C)c(=O)n(CC(C)C)c2n1
→ 1% | nt | -5%
CN1/C(=C/C(=O)c2nc(S(C)(=O)=O)ncc2Cl)C(C)(C)c2ccccc21
→ -4% | -1% | -1%
COC(=O)C(NC(=O)c1ccc(F)cc1)(Nc1ncc(S(=O)(=O)c2ccc([N+](=O)[O-])cc2)s1)C(F)(F)F (stereo not drawn)
→ -6% | ? | -6%

# Bioassay records deposited in PubChem by National Center for Advancing Translational Sciences (NCATS).
